# Autophagy HCS: autophagy modulation, high-content screen; MEF GFP-LC3 puncta imaging; test concentration mostly 10 µM; calls only at 10 µM (by protocol); hit rate 0.98% among 190,000;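 active = percentage of spot-positive cells more than 3 SD above its plate mean, without a fluorescence outlier flag or 80% toxicity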;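 note: spot-positive cell cutoff set from DMSO-treated cells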
# WT yeast gro inh: growth inhibition of WT yeast, mitochondrial fusion screen; mitochondrial fusion phenotypic screen, WT strain; inhibition, % at 10 µM; hit rate 2.1% among 190,000; in the data active = inhibition above about 58%; tested in S. cerevisiae
# ER stress rescue: protection against thapsigargin-triggered cell killing – 384-well, CSM14.1, ATP luminescence, primary screen (AID 1222). CSM14.1 thapsigargin-induced death rescue, ATP luminescence; higher % means a stronger effect. cellular ATP content (survival), % at 20 µM; hits with a dose series show EC50 in µM. 190,000 tested, under 10 active;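 active = EC50 below 50 µM in the dose-response confirmation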;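 note: death triggered by thapsigargin at about 15 µM added after 2 h compound pretreatment; cell ATP read after overnight thapsigargin exposure of roughly 18 to 22 hours; normalized against plate controls of thapsigargin alone and 5% DMSO vehicle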
# Hep lipid drop: hepatic lipid droplet formation modulation | AML12 mouse hepatocytes, oleate lipid droplets, BODIPY imaging | inhibition, % at 6.5 µM | hit rate 0.4% among 240,000;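 active = lipid droplet intensity inhibited by at least 50%, with more than 500 cells counted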
#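 Material – AML12 mouse liver cells · Also added – oleate loading, 100 µM · Compound dosing – 6.5 µM single-point dosing · Times – overnight treatment with compound plus oleate · Measured by – fluorescence imaging, 20x objective, two fields per well · Read-out – percent inhibition of filter-corrected integrated lipid droplet intensity per well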
# MT stabilizer: stabilizes microtubules in HeLa cells; HeLa tubulin immunostaining HCS, 24 h; share of cells brighter than vehicle mean+2SD; % tubulin-high responders, % at 10 µM; hit rate 0.83% among 200,000;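 active = plate Z-score above 3 for both tubulin-high and condensed-nucleus cell shares, with cell loss under 80%, at 10 µM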;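 note: anti alpha tubulin signal scored within the nucleus-defined area of each cell; some results filed as inactive read as strong as hits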
# Insulin prom up: MIN6 insulin promoter up-regulation; MIN6 insulin promoter-GFP reporter, high-content imaging; active compounds read high; z-score at 5 µM; hit rate 0.3% among 190,000; AID 1625;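 active = z-score above 3 at 5 µM with at least 500 cells counted in the well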
# XIAP antagonists: XIAP antagonists, biochemical, IAP family, fluorescence polarization (AID 1018); XIAP BIR domain, fluorescence polarization peptide displacement; higher % means a stronger effect; one-dose displacement, % at 20 µM; IC50 in µM for titrated hits; hit rate 0.007% among 200,000; in the data active = displacement above about 50%; note: a part of the inactive calls stands beside numbers as strong as those of hits
# bCat nuc transl: modulators of beta-catenin nuclear translocation; HeLa beta-catenin nuclear translocation, immunofluorescence imaging; nuclear translocation activity, % at 5 µM; hit rate 0.3% among 190,000; AID 1665;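 active = nuclear translocation activity above 50% at 5 µM, with a well cell count of 50 or more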;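 note: per-cell ratio of nuclear to cytoplasmic median beta-catenin stain intensity; plate controls were DMSO negative control for no effect and GSK-3 inhibitor IX positive control for full effect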
#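 Test system: HeLa cells, endogenous beta-catenin; Compound: single 5 µM dose plus 0.02–20 µM confirmation series; Times: compound exposure 24 h at 37°C; Signal: fluorescence imaging of beta-catenin antibody stain plus DAPI; Read-out: % activation, nuclear-to-cytoplasmic median beta-catenin signal ratio per cell.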
# Dynein cargo inh: blocks dynein driven cargo transport along microtubules. hit rate 0.47% among 220,000. 3617.4 mouse cells, GR-EGFP nuclear translocation imaging; test concentration mostly 20 µM; stimulated with dexamethasone, 1 µM; active compounds read low. z-score, hits read low;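 active = plate z-score of nuclear minus cytoplasmic receptor signal below a set negative limit, without overly bright fluorescence or cell loss, cut at about -3.5 in these data, passing the limit was not always enough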;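 note: z-score of nuclear minus cytoplasmic ring GR-EGFP intensity difference per well; some compounds called inactive have numbers as strong as hits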
#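 Also added – dexamethasone, 1.0 µM final · Buffer or medium – tet-free, stripped-serum medium · Schedule – induction 48 h, compound 1 h, agonist 30 min · Detection – formaldehyde fixation, Hoechst nuclear stain, 10x automated fluorescence imaging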
# WT yeast gro inh mutant strain: recorded beside WT yeast gro inh, whose call it bears; inhibition, %; mitochondrial fusion phenotypic screen, mutant strain inhibition
# Dynein cargo inh cytoplasmic EGFP: recorded beside Dynein cargo inh, whose call it bears; z-score; measured here: cytoplasmic GR-EGFP intensity; active compounds read high
# Dynein cargo inh nuclear GR-EGFP: recorded beside Dynein cargo inh, whose call it bears; z-score; measured here: nuclear GR-EGFP intensity;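 lower value marks the stronger effect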
# Dynein cargo inh cell count: further read-out of Dynein cargo inh, marked with its call; z-score; measured here: cell count per field
# Insulin prom up cell count: also measured in Insulin prom up; calls as there; cell count; measured here: cytotoxicity, nuclei count;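 total cells summed across four imaged fields per well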
# Hep lipid drop cells 6.5 µM: also measured in Hep lipid drop; calls as there; cell count; measured here: cell count, cytotoxicity flag;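 cells counted across two imaged fields per well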
# bCat nuc transl cell count 5 µM: further read-out of bCat nuc transl, marked with its call; cell count; measured here: cell count, cytotoxicity flag
# MT stabilizer Hoechst-high %: further read-out of MT stabilizer, marked with its call; % Hoechst-high responders; measured here: nuclear condensation Hoechst responders;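 share of cells brighter than vehicle mean plus two SD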
# MT stabilizer cytotoxicity %: also measured in MT stabilizer; calls as there; toxicity, %; measured here: cytotoxicity by cell density;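 0% = mean cell density of plate MIN control wells and 100% = no cells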
# Autophagy HCS cell loss 18 h: recorded beside Autophagy HCS, whose call it bears; toxicity, %; measured here: cell loss, nuclei count;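 cell loss after 18 h compound exposure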
# Active calls of the source: *; i = inactive; / = not tested or not shown; & = joins results of further samples.
SMILES,Autophagy HCS,Autophagy HCS cell loss 18 h,WT yeast gro inh,WT yeast gro inh mutant strain,ER stress rescue,Hep lipid drop,Hep lipid drop cells 6.5 µM,MT stabilizer,MT stabilizer Hoechst-high %,MT stabilizer cytotoxicity %,Insulin prom up,Insulin prom up cell count,XIAP antagonists,bCat nuc transl,bCat nuc transl cell count 5 µM,Dynein cargo inh,Dynein cargo inh cytoplasmic EGFP,Dynein cargo inh nuclear GR-EGFP,Dynein cargo inh cell count
COc1ccc(-c2nc(CS(=O)CC(=O)NCc3ccc4c(c3)OCO4)c(C)o2)cc1 (stereo not drawn),i,10.8,0.8,1.3,-0.9%,/,/,5.3,3.8,4.8,-1.36,1023,-3.8%,2.6,1145,-0.279,-0.203,-0.149,-0.0992
CC(NCCOCCOc1ccccc1)c1ccccc1 (stereo not drawn),i,8.7,-16.2,3.2,-2.9%,-9.7,587,2.1,2.8,6.4,/,/,-11.7%,0.4,954,-0.753,-0.231,-0.582,0.445
Cc1ccc(NC(=S)c2ccccc2)cc1,i,-1.7,1.1,-1.8,-2.1%,-24.9,693,2.5,1.9,0.2,0.49,1347,-10.3%,-1.1,1134,0.018,-0.209,0.0923,0.287
Cc1ccc(C2NC(=O)c3ccccc3N2)s1 (stereo not drawn),i,22.4,-4.8,-4.0,-2.2%,-83.8,479,43.1*,34.0*,50.4*,-0.79,733,-5.7%,94.2*,638*,2.91,0.0885,1.7,-2.31
CCOc1ccc(NC(=O)NNC(=O)C2CCC(C(C)(C)C)CC2)cc1 (stereo not drawn),i,4.1,11.3,5.3,1.0%,-0.4,741,2.0,1.9,7.7,-0.73,1460,-2.6%,2.4,962,-1.28,-0.322,-0.486,0.661
CCN(C(=O)COC(=O)c1cccnc1Nc1cccc(C(F)(F)F)c1)C1CCS(=O)(=O)C1 (stereo not drawn),i,3.2,-12.7,11.5,9.2%,-19.7,608,3.3,3.6,10.0,-4.37,567,-4.6%,/,/,-0.86,-0.17,-0.707,1.11
CCn1c2ccccc2c2nc3cc(S(=O)(=O)N4CCOCC4)ccc3nc21,i,-5.1,25.2,29.7,2.1%,/,/,2.8,1.6,10.1,0.57,959,-0.8%,1.1,1220,0.0242,-0.199,0.177,0.114
O=C(c1cccc(F)c1)N(Cc1nc2ccccc2c(=O)[nH]1)C1CCCC1,i,2.5,-1.1,12.0,2.0%,3.2,776,2.7,1.4,6.0,/,/,-4.2%,0.4,1022,0.0412,0.304,0.218,0.771
Cc1ccc(F)cc1NC(=O)CCOc1ccccc1,i,-2.4,-2.7,6.8,-1.1%,4.4,674,3.7,1.2,7.5,-0.23,1274,-1.0%,1.3,997,1.55,-0.312,0.654,-0.277
O=C1NCCN1Cc1ccccc1,i,-6.8,14.8,7.1,1.1%,/,/,4.2,1.5,6.3,1.1,1419,-6.8%,-4.6,986,0.152,-0.249,-0.0394,0.927
CN1CCN(C(CNS(=O)(=O)c2ccc(F)cc2)c2cccnc2)CC1 (stereo not drawn),i,4.9,-5.8,3.2,-0.8%,-20.7,717,3.9,2.1,2.9,-0.08,1233,5.8%,-2.7,1191,-0.575,-0.24,0.224,0.204
Cc1cc[n+](-c2nc([O-])sc2/C=N/Nc2ccc([N+](=O)[O-])cc2)cc1,i,-7.3,11.7,6.1,-0.4%,-9.3,722,2.5,1.9,4.1,-0.3,791,-5.5%,/,/,-0.267,0.00937,-0.0948,0.35

# Five compounds out of the list, arranged by heavy-atom count, falling:
SMILES,Autophagy HCS,Autophagy HCS cell loss 18 h,WT yeast gro inh,WT yeast gro inh mutant strain,ER stress rescue,Hep lipid drop,Hep lipid drop cells 6.5 µM,MT stabilizer,MT stabilizer Hoechst-high %,MT stabilizer cytotoxicity %,Insulin prom up,Insulin prom up cell count,XIAP antagonists,bCat nuc transl,bCat nuc transl cell count 5 µM,Dynein cargo inh,Dynein cargo inh cytoplasmic EGFP,Dynein cargo inh nuclear GR-EGFP,Dynein cargo inh cell count
CCN(C(=O)COC(=O)c1cccnc1Nc1cccc(C(F)(F)F)c1)C1CCS(=O)(=O)C1 (stereo not drawn),i,3.2,-12.7,11.5,9.2%,-19.7,608,3.3,3.6,10.0,-4.37,567,-4.6%,/,/,-0.86,-0.17,-0.707,1.11
CCn1c2ccccc2c2nc3cc(S(=O)(=O)N4CCOCC4)ccc3nc21,i,-5.1,25.2,29.7,2.1%,/,/,2.8,1.6,10.1,0.57,959,-0.8%,1.1,1220,0.0242,-0.199,0.177,0.114
CN1CCN(C(CNS(=O)(=O)c2ccc(F)cc2)c2cccnc2)CC1 (stereo not drawn),i,4.9,-5.8,3.2,-0.8%,-20.7,717,3.9,2.1,2.9,-0.08,1233,5.8%,-2.7,1191,-0.575,-0.24,0.224,0.204
Cc1cc[n+](-c2nc([O-])sc2/C=N/Nc2ccc([N+](=O)[O-])cc2)cc1,i,-7.3,11.7,6.1,-0.4%,-9.3,722,2.5,1.9,4.1,-0.3,791,-5.5%,/,/,-0.267,0.00937,-0.0948,0.35
Cc1ccc(C2NC(=O)c3ccccc3N2)s1 (stereo not drawn),i,22.4,-4.8,-4.0,-2.2%,-83.8,479,43.1*,34.0*,50.4*,-0.79,733,-5.7%,94.2*,638*,2.91,0.0885,1.7,-2.31

# Later entries
SMILES,Autophagy HCS,Autophagy HCS cell loss 18 h,WT yeast gro inh,WT yeast gro inh mutant strain,ER stress rescue,Hep lipid drop,Hep lipid drop cells 6.5 µM,MT stabilizer,MT stabilizer Hoechst-high %,MT stabilizer cytotoxicity %,Insulin prom up,Insulin prom up cell count,XIAP antagonists,bCat nuc transl,bCat nuc transl cell count 5 µM,Dynein cargo inh,Dynein cargo inh cytoplasmic EGFP,Dynein cargo inh nuclear GR-EGFP,Dynein cargo inh cell count
O=C(O)c1ccc(CSc2nnc(-c3ccco3)n2-c2ccccc2)cc1,i,8.0,-6.0,0.7,-0.9%,6.1,686,1.7,1.8,6.0,-0.1,1268,-7.6%,-0.8,1115,-0.311,-0.149,-0.163,0.377
CN(C)CCNC(=O)Cc1c(C(=O)O)n(C)c2ccccc12,i,-10.7,/,/,0.3%,/,/,2.4,1.7,2.1,/,/,-2.2%,-7.8,973,-0.0165,-0.113,0.0696,-0.0659
COc1ccc(/C(C)=N/OCC(=O)Nc2nc3ccccc3s2)cc1,i,-15.4,43.3,22.9,0.7%,-5.8,342,5.6,3.0,4.0,0.23,1362,2.2%,-1.2,1002,-0.424,-0.299,-0.463,0.805
CCOc1ccc(CCNC(=O)COC(=O)c2cccc(OC)c2O)cc1OCC,i,2.3,6.7,-1.9,-2.2%,39.0,728,8.4,2.4,4.1,-0.16,1310,-3.4%,-5.1,1102,1.41,-0.33,0.95,-0.771
CCN(CC)S(=O)(=O)c1ccc(OC)c(NC(=O)c2ccc(=O)[nH]c2)c1,/,/,/,/,/,-1.7,727,/,/,/,-0.3,952,/,0.1,1388,-0.621,-0.802,-0.536,0.184
CC(=O)Nc1ccc(NS(=O)(=O)c2cc([N+](=O)[O-])ccc2C)cc1,i,6.9,-0.2,6.2,-0.2%,0.2,738,1.5,1.8,2.6,1.33,1251,-7.1%,-1.9,1158,-0.0278,0.0754,-0.328,-0.148
COc1cc2c(cc1OC)CN(C(C)C(=O)Nc1ccc(NC(C)=O)cc1)CC2 (stereo not drawn),i,15.3,20.4,0.5,1.2%,0.5,867,1.6,1.1,8.8,-0.84,956,-2.6%,-5.9,1263,-0.0477,-0.273,0.352,0.388
COc1ccc(CN=C2NC(=O)CC(C(=O)Nc3ccc(Cl)cc3)S2)cc1 (stereo not drawn),i,8.6,4.9,7.9,-1.8%,19.1,648,3.2,2.1,7.2,0.41,1472,-5.3%,-0.9,1037,-0.243,-0.0547,0.0133,0.539
CC(=O)N1CCN(c2ccc(OC[C@H]3CO[C@](Cn4ccnc4)(c4ccc(Cl)cc4Cl)O3)cc2)CC1,i,13.8,-45.4&26.6,-15.1&-27.8,-0.5%&0.7%,-16.9&3.0,696&699,3.2,3.4,10.0,-0.78,1268,0.5%&-6.2%,0.3&2.3,995&530,0.343,-0.271,0.366,0.841
CCn1c(SCC(=O)Nc2ccccc2C(=O)OC)nnc1-c1ccc(N)cc1,i,-4.6,-1.9,-3.0,1.2%,/,/,5.0,3.5,11.8,/,/,-5.9%,/,/,1.78,-0.224,1.51,-1.66
Cc1cccc(C)c1N1CCN(S(=O)(=O)N(C)C)CC1,i,-1.8,4.7,-13.5,-0.2%,-5.7,652,2.1,2.8,11.6,0.53,1477,13.8%,-0.6,1596,-0.195,-0.124,-0.111,-1.22
COC(=O)CN(c1nc(C)cc(OC)n1)S(=O)(=O)c1ccccc1,i,-1.7,4.9,-19.4,-2.0%,-9.8,747,2.8,1.6,7.8,-0.28,1227,-7.1%,/,/,0.718,-0.269,0.808,0.521
O=C1N/C(=N/O)S/C1=C/c1cccnc1,i,9.2,19.4,6.3,-1.6%,1.7,635,5.4,0.9,5.1,0.47,1457,-9.7%,-0.5,1476,0.158,0.364,0.00649,0.169
COc1ccccc1N1CCN(C(=O)c2ccccc2NC(=O)C2CCCCC2C(=O)O)CC1 (stereo not drawn),i,9.8,-32.2,-21.6,-0.9%,11.2,647,3.5,2.7,9.7,0.02,1190,-0.4%,1.0,487,2.38,-0.154,2.44,-1.63
CC(/C=C1\SC(=S)N(NS(=O)(=O)c2ccccc2)C1=O)=C\c1ccccc1,/,/,/,/,/,10.6,663,/,/,/,0.06,1086,/,1.3,1318,0.352,-0.222,0.254,0.0482
CN(C(=O)COC(=O)c1sc2ccccc2c1Cl)C1CCCCC1,i,-15.0,53.7,23.1,-3.7%,7.6,628,0.6,3.8,5.3,0.37,1404,-4.5%,-1.0,539,-0.377,-0.353,-0.551,0.911

# Screens: PubChem BioAssay, several laboratories
